Assay outcomes: PubChem BioAssay, National Center for Advancing Translational Sciences (NCATS)
KB-3-1 tox – kills parental KB-3-1 adenocarcinoma cells; KB-3-1 viability, CellTiter-Glo ATP luminescence, 72 h; Potency, µM (doses to about 46.1 µM), inactives show at the top dose activity change, negative = cytotoxic, actives largely listed as cytotoxic; hit rate 1.4% among 400,000; AID 1347075; further: potency means the concentration at half of the fitted maximal effect; on the % scale 0 is the no-effect control and ±100 the full control effect; nearly all actives have a fitted effect of over 60% in size
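72 h, 37 °C compound treatment of KB-3-1 parental cells; CellTiter-Glo added, 10 min, luminescence read. Data corrected against DMSO-only plates and normalized before curve fitting.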
ATXN viability – cell viability loss in ATXN counter-screen. S2 cells (HEK-293 line with an ATXN2-luciferase reporter) viability, CellTiter-Fluor protease fluorescence, 24 h. Potency, µM (doses to about 56.7 µM), actives largely listed as cytotoxic. hit rate 0.49% among 400,000. AID 651635; further: potency means the concentration at half of the fitted maximal effect; nearly all actives have a fitted effect of over 40% in size
MCF10A rerep – DNA re-replication induction in MCF 10a cells. MCF 10A DNA re-replication, Hoechst nuclear intensity, 48 h. Potency, µM (titrated, usually from 46.1 µM), for inactives: top-dose activity, positive = re-replication, usual class: activators. AID 624296. hit rate 2.9% among 350,000; further: potency means the concentration at half of the fitted maximal effect; % of control where 0% means no effect; nearly all actives have a fitted effect of over 50% in size
HT1080 IDH1KD tx – HT-1080 IDH1 knockdown cell toxicity (counter line); HT-1080 IDH1 knockdown viability, ATP luminescence, 48 h; Potency, µM (series often up to 46.1 µM), for the others: at the top dose activity, negative = toxicity, hits mostly cytotoxic; hit rate 2% among 360,000; AID 686971;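 further: potency means the concentration at half of the fitted maximal effect; 0% = DMSO wells and -100% = cell-free medium wells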
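Luminescent ATP read-out (CellTiter-Glo, 10 min at room temperature) after 48 h compound exposure at 37 °C gave viability of IDH1-knockdown HT-1080 cells. Activity was normalised to DMSO and cell-free wells, then fitted as concentration-response curves.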
SW480 rerep – DNA re-replication induction in SW480 cells | SW480 DNA re-replication, Hoechst DNA content imaging, 48 h | Potency, µM (highest dose often 46.1 µM), for inactives: top-dose re-replication activation, hits mostly activators | hit rate 1.8% among 340,000; further: potency means the concentration at half of the fitted maximal effect; % of control where 0% means no effect; nearly all actives have a fitted effect of over 55% in size
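Readout is total intensity of Hoechst-stained nuclei, excited at 405 nm and collected at 500-530 nm. Compound treatment lasted 48 hr at 37 C in 5% CO2 before staining.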
ATXN2 expr inh – ATXN2 expression inhibition; HEK-293 ATXN2-luciferase reporter, luminescence, 24 h; Potency, µM (series often up to 57 µM), without a hit: at the highest dose activity change, negative = inhibition, most hits filed as inhibitors; hit rate 0.72% among 360,000; AID 1745845; further: potency means the concentration at half of the fitted maximal effect; on the % scale 0 is the no-effect control and ±100 the full control effect; nearly all actives have a fitted effect of over 55% in size
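qHTS (up to 57 uM final) was run with 24 h compound exposure of reporter cells at 37 °C. Each well was multiplexed: SteadyGlo luminescence measured ATXN2-luciferase expression after a fluorogenic Gly-Phe-AFC viability readout (25 uM final).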
IL-1B inflam inh – blocks inflammasome-driven IL-1 beta release | THP-1 LPS/ATP IL-1B secretion, AlphaLISA, 16 h; active compounds read low | AID 743279 | activity change, % at 57.5 µM | hit rate 4.7% among 360,000; in the data active means activity change below about -50%; inconclusive means mostly about -30% to -49%; further: on the % scale 0 is the no-effect control and ±100 the full control effect
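Secreted IL-1B measured by AlphaLISA bead assay after 16 h compound exposure of THP-1 cells; compounds (final up to 57.5 uM) added 1 h before LPS (250 ng/mL) and ATP (1.25 mM) stimulation; lower signal means less secretion.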
KB-V1 cytotox – KB-V1 MDR subline cytotoxicity | Potency, µM (doses to about 46.1 µM), without a hit: at the top dose activity change, negative = cytotoxicity, usual class: cytotoxic | KB-V1 MDR cells viability, CellTiter-Glo, 72 h | hit rate 3.4% among 400,000 | AID 1347076; further: potency means the concentration at half of the fitted maximal effect; on the % scale 0 is the no-effect control and ±100 the full control effect; nearly all actives have a fitted effect of over 60% in size
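Drug-selected KB-V1 cells, grown in DMEM lacking phenol red with 10% FBS, receive compound titrations; after three days at 37 degrees C, surviving cell ATP is quantified by CellTiter-Glo luminescence and responses normalized and curve-fitted.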
HT1080-NT tox – kills 2HG-producing HT-1080-NT fibrosarcoma cells; HT-1080-NT fibrosarcoma viability, CellTiter-Glo ATP luminescence, 48 h; hit rate 1.6% among 360,000; Potency, µM (series often up to 46.1 µM), without a hit: top-dose activity, negative = less viability, most hits filed as cytotoxic;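 further: NT is the 2HG producing partner of a matched IDH1 knockdown line; potency means the concentration at half of the fitted maximal effect; 0% = DMSO-treated cells and -100% = media-only wells without cells; nearly all actives have a fitted effect of over 55% in size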
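A 48-hour cytotoxicity screen used HT-1080-NT cells plated 2 hours before compound delivery. ATP-based CellTiter-Glo luminescence measured viability, normalized to DMSO and no-cell controls.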
* = called active by the depositor; i = inactive; ? = inconclusive; . = no result given; [ ] = another dose, or the depositor's remark. Unless noted, the call rests on the fitted dose curve; in most records, active means well fitted curve in the direction sought with a large enough effect; inconclusive means small, poorly fitted or top-dose-only effect, or another doubt; inactive means no such curve, though single readings can be large; an effect the other way counts as inactive or inconclusive.

Under each structure – KB-3-1 tox | ATXN viability | MCF10A rerep | HT1080 IDH1KD tx | SW480 rerep | ATXN2 expr inh | IL-1B inflam inh | KB-V1 cytotox | HT1080-NT tox
CCOC(=O)c1cccc(NC(=O)CN2C(=O)CC(C)(C)Sc3ccccc32)c1
    -2% | 28µM* | . | . | . | -23% | . | -20% | .
Cc1nc2ccccc2n1CCc1nc2c3ccccc3nc(SCc3ccc(C#N)cc3)n2n1
    17% | i | . | . | . | 1% | . | -6% | .
O=C(NCc1ccccn1)c1ccccc1OCc1ccccc1Cl
    -14% | i | . | 1% | . | . | 13 | ? | -2%
O=C(O)c1cc(NC(=O)c2ccc(Cl)c([N+](=O)[O-])c2)cc(C(=O)O)c1
    23% | i | ? | 24% | -9% | 14% | 16 | 0% | 24%
COc1cc(C(=O)Nc2nc3nc(-c4ccccc4)cc(=O)n3[nH]2)cc(OC)c1OC
    -1% | i | . | . | . | 11% | . | ? | .
COc1ccc(Cl)cc1Nc1nc(-c2sc(NC(=O)c3ccco3)nc2C)cs1
    -21% | ? | 16% | -17% | -5% | -23% | -8 | -20% | 4%
CCN(CC)S(=O)(=O)c1ccc(C(=O)N(c2ccc(C)cc2)C2C=CS(=O)(=O)C2)cc1 (stereo not given)
    -2% | . | -1% | 13% | -3% | 10% | 30 | -5% | ?
Cc1cc(=O)oc2cc(OCC(=O)Nc3ccc(S(=O)(=O)N(C)C)cc3)ccc12
    7% | i | 0% | 4% | -12% | . | -14 | 0% | 0%
CCCCOc1ccc(S(=O)(=O)N2CCN(c3ccccc3OCC)CC2)cc1
    ? | i | . | . | . | 8% | . | 3% | .
O=c1[nH]c(SCc2cccc([N+](=O)[O-])c2)nc2[nH]ncc12
    3% | i | -12% | ? | -153%[inhibitor] | . | -3 | -8% | ?
O=C(Nc1ccccc1C(=O)N1CCCCCC1)c1cccc(S(=O)(=O)N2CCOCC2)c1
    13% | i | ? | 12% | -5% | 6% | 16 | ? | -6%
O=S(=O)(NCCSCc1c(Cl)cccc1Cl)c1ccc2c(c1)OCCO2
    -27% | i | ? | 0% | 1% | -5% | 4 | ? | 0%
CC1CN(S(=O)(=O)c2ccc(C(=O)N3CCc4ccccc43)cc2)CC(C)O1 (stereo not given)
    -7% | i | 0% | -3% | -5% | -2% | -11 | 6% | -2%
O=C(NCc1cccs1)C1CC(c2ccc(Cl)c(Cl)c2)=NO1 (stereo not given)
    -18% | i | 2.3µM* | -25% | -4% | -1% | 39 | -2% | -28%
COc1ccccc1NC(=O)C1=C(C)Nc2ncnn2C1c1ccccn1 (stereo not given)
    13% | ? | . | . | . | -1% | . | 7% | .
O=C(NCc1cccs1)C1CCN(S(=O)(=O)c2ccccc2F)CC1
    -11% | i | 0% | -2% | -10% | . | -6 | -3% | -1%
COc1ccc(C)cc1NC(=O)CCS(=O)(=O)c1ccc2c(c1)CCN2C(C)=O
    20% | i | 15% | -11% | 2% | -10% | 36 | 16% | -3%
CCc1nnc(NC(=O)CSc2nnc(C)n2Cc2ccccc2)s1
    -2% | i | -2% | 0% | -10% | 4% | 0 | ? | 1%
O=C(COC(=O)CCC1CCCCC1)Nc1ccc(OC(F)F)cc1
    -1% | ? | -3% | -1% | -9% | -1% | 29 | 21% | 5%
O=C(CN1CCCCCCC1)Nc1cc(Cl)cc(Cl)c1
    -8% | i | ? | 0% | 21% | -9% | -11 | -11% | -8%
Cc1ccc(NC(=O)C2CCCN2C(=O)OCc2ccccc2)c(C)c1 (stereo not given)
    -1% | i | ? | -4% | 4% | -17% | -4 | -25% | -2%
CC(C)CC(C(=O)Nc1ccccc1)N1C(=O)C2C3C=CC(C3)C2C1=O (stereo not given)
    -4% | i | -27% | 6% | ? | 7% | -8 | -26% | 19%
CC1CCc2cc(F)cc3c(O)c(C(=O)NCCN(C)C)c(=O)n1c23 (stereo not given)
    0% | i | -2% | 5% | -15% | . | ? | 6% | ?
CN(Cc1ccccc1)C(=O)c1ccc(Nc2nc(C(N)COCc3ccccc3)cs2)nc1 (stereo not given)
    0% | ? | . | ? | . | ? | ? | -3% | 23µM*
CCOC(=O)c1oc2cc(O)c(CC)cc2c(=O)c1-c1cscn1
    5% | ? | -7% | 8% | -5% | 1% | 33 | 0% | -10%
O=c1cnnc(Nc2cccc(F)c2)[nH]1
    4% | i | ? | -5% | 10% | 6% | 12 | 24% | -6%
COc1cccc(CN(C(=O)Cn2nnc(-c3ccccc3F)n2)C(C(=O)NC(C)(C)C)c2ccncc2)c1 (stereo not given)
    -1% | i | -1% | -6% | -57%[inhibitor] | -19% | -21 | -4% | -4%
CCOC(=O)C1=CCN(S(=O)(=O)c2ccc(C)cc2)C1c1cccs1 (stereo not given)
    -6% | i | . | -13% | . | -21% | 44 | -28% | -5%
O=C(Nc1ccc(F)cc1)c1nc[nH]c1C(=O)Nc1ccccc1[N+](=O)[O-]
    ? | ? | -42%[inhibitor] | 10% | ? | -21% | 10 | ? | 8%
CC(Sc1ncn[nH]1)C(=O)Nc1cc(C(F)(F)F)ccc1Cl (stereo not given)
    0% | . | 2% | 0% | -9% | . | -18 | -9% | -2%
Cc1cc(C)cc(NC(=O)CC(C)n2nc(C)cc2C)c1 (stereo not given)
    3% | i | . | . | . | -11% | . | 1% | .
COC(=O)Nc1ccc(S(=O)(=O)N2c3ccccc3CCC2C)cc1 (stereo not given)
    7.3µM* | i | -1% | ? | 9% | ? | 6 | 4.1µM* | 2.8µM*
Cc1cc(OCC(=O)N2CCOCC2)ccc1NC(=O)c1ccccc1C
    -2% | i | 0% | 0% | 2% | -1% | 18 | 9% | -9%
COc1ccc(N2C(N)=C(C#N)C(c3ccsc3)C3=C2CCCC3=O)c(OC)c1 (stereo not given)
    6% | i | ? | -2% | 9% | 4% | -2 | 2% | -11%
CCN(CC(=O)Nc1ccccc1OC)C(=O)c1cc(S(=O)(=O)N2CCCCCC2)ccc1OC
    9% | i | -4% | 9% | -6% | 6% | -25 | ? | 14%
COc1cc(C(=S)N2CCOCC2)cc(OC)c1OC(=O)c1cc([N+](=O)[O-])c(C)c([N+](=O)[O-])c1
    -1% | i | 19% | 0% | -5% | -6% | 24 | 5% | -3%
CCSc1ncc(Cl)c(C(=O)Nc2cccc(Cl)c2)n1
    -5% | i | . | . | . | -11% | . | -13% | .
COc1ccc2nc3oc(C(=O)NCc4ccccc4OC)cc3cc2c1
    15% | i | . | . | . | 12% | . | 0% | .
CCOc1ccc2[nH]cc(C(=O)NCCCN3CCOCC3)c(=O)c2c1
    7% | i | 20% | 3% | 9% | -17% | 17 | 6% | 2%
CC1(C)C(=O)Nc2ccccc2N1C(=O)CSc1nnc2c(Cl)cc(Cl)cn12
    11% | i | 0% | 12% | -1% | 2% | 2 | 2% | 14%
CCN(CC(=O)NCc1ccc(Cl)cc1)C(=O)c1cc(S(=O)(=O)NCc2ccccc2)ccc1C
    . | i | ? | -2% | ? | -8% | -11 | . | -3%
CCOc1ccc(C2C(C(=O)c3ccc(C)o3)=C(O)C(=O)N2Cc2cccnc2)cc1 (stereo not given)
    -5% | i | -4% | 1% | 9% | 1% | -4 | ? | 0%
Cc1cc(O)ccc1Nc1nc2ccccc2nc1Nc1ccc(O)cc1C
    0% | i | 18µM* | -8% | ? | 22% | -7 | 8% | 1%
O=C(O)CSc1c2c(nc3cc(C(=O)Nc4cccc(C(F)(F)F)c4)ccc13)CCC2
    16% | i | 4% | -1% | 12% | 0% | -28 | 24% | 1%
C=CCc1c(C)nc2cc(-c3ccccc3)[nH]n2c1=O
    -4% | i | 2% | 6% | -4% | -24% | -16 | ? | -7%
Cc1cc(NC(=O)C(C)SCC(=O)Nc2ccc(C(=O)OC(C)C)cc2)no1 (stereo not given)
    1% | ? | . | 0% | . | . | 6 | 18% | 2%
CCOC(=O)c1nnn(CC(=O)Nc2cc(C)cc(C)c2)c1C(=O)OCC
    1% | i | . | . | . | 5% | . | ? | .
O=C(C1CCC(CNc2c(N3CCOCC3)c(=O)c2=O)CC1)N1CCN(c2ccccc2)CC1 (stereo not given)
    -2% | i | 22% | -1% | -12% | -3% | -8 | 7% | -1%
O=C(c1ccc2c(Cl)c3c(nc2c1)CCCC3)N1CCN(c2ccc(Cl)cc2)CC1
    23% | ? | . | . | . | -8% | . | 0% | .
CCOC(=O)Cc1csc(NC(=O)c2ccc(S(=O)(=O)N3CCOCC3)cc2)n1
    -4% | i | -3% | -12% | -1% | -18% | ? | ? | -2%
O=[N+]([O-])c1ccc(S(=O)(=O)CC(CN2CCCCC2)N2CCCCC2)cc1 (stereo not given)
    10% | ? | 4% | 0% | -84%[inhibitor] | . | -14 | ? | -7%
CCc1ccccc1NC(=O)CN1C(=O)CCn2nc(-c3cccn3C)cc21
    3% | i | . | . | . | 9% | . | 7% | .
COC(=O)c1ccc(C(C(=O)NCc2ccccc2)N(Cc2ccco2)C(=O)c2cnccn2)cc1 (stereo not given)
    -6% | i | ? | -3% | -9% | 15% | -59* | 1% | -3%
CCOc1ccc2[nH]c(C)c(CN3CCCCCC3)c(=O)c2c1
    -1% | i | 7% | -1% | -1%[9.22 µM] | -6% | 5 | 16% | 1%
